# PI4K2A inh = qHTS for small molecular inhibitors of PI4K2A. actives 0.13% (n = 420,000). purified PI4K2A, ADP-Glo luminescence, 1 h; hits give low values. AID 1346378, 2018. activity change, negative = inhibition, % at 76.9 µM; in the data active means activity change below about -50%; inconclusive means mostly about -30% to -49%;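 further: -100% = wells without enzyme as full effect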
#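 Compounds are screened against recombinant PI4K2A using PI as substrate and ATP, the latter dispensed at 300 microM. Reactions run one hour at ambient temperature before ADP-Glo detection; full inhibition defined by wells lacking enzyme.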
# Pin1 inhibitor = qHTS Assay to Find Inhibitors of Pin1. Pin1 FP peptide displacement, HiFluor488, 10 min. Potency, µM (doses to about 115 µM), for inactives: top-dose activity, negative = inhibition, most hits filed as inhibitors. actives 0.009% (n = 390,000). AID 504891, 2011; active means well fitted inhibition curve with a large enough effect in the polarisation, with a control signal flat, not every such curve was filed as active; inconclusive means small, poorly fitted or top-dose-only effect, or effect the other way, or a change in a side signal; inactive means no such curve, though single readings can be large or run the other way; the % refers to the polarisation; further: potency means the concentration at half of the fitted maximal effect; on the % scale 0 is the no-effect control and ±100 the full control effect
# GLS inhibitor = qHTS for Inhibitors of Glutaminase (GLS) | actives 0.21% (n = 410,000) | Potency, µM (top dose mostly 45.5 µM), for inactives: top-dose activity change, negative = inhibition, actives largely listed as inhibitors | GLS enzymatic activity, qHTS titration | Glutaminase kidney isoform, mitochondrial (Homo sapiens), O94925; further: potency means the concentration at half of the fitted maximal effect; on the % scale 0 is the no-effect control and ±100 the full control effect
#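 Read-out is an Amplex red fluorescence increase coupled through glutamate oxidase and HRP, measured before and after 30 min room-temperature incubation. hKGA is in 45 mM KH2PO4 (pH 8.2) with 0.02% Tween-20; glutamine added as 1mM solution.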
# PGK inhibitor = qHTS Assay to Find Inhibitors of Phosphoglycerate Kinase. Potency, µM (highest dose often 57.5 µM), without a hit: at the top dose activity change, negative = inhibition, usual class: inhibitors. Phosphoglycerate kinase, glycosomal (Trypanosoma brucei brucei), P07378. actives 0.043% (n = 380,000). PGK/GAPDH coupled, Kinase-Glo luminescence, 60 min. AID 602233, 2012; further: potency means the concentration at half of the fitted maximal effect; on the % scale 0 is the no-effect control and ±100 the full control effect; nearly all actives have a fitted effect of over 60% in size
#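 Luminescent ATP detection (Kinase-Glo Plus) follows a 60-minute room-temperature incubation, with wells lacking PGK as controls. Buffer: 100 mM TEA (pH 7.6), 5 mM MgCl2, 0.01% Tween-20. Coupling enzyme GAPDH (100 nM final) supplies unstable 1,3-BPG in-well.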
# ERG Ets-DNA blk = qHTS for Small Molecule Inhibitors of the ERG Ets/DNA interaction | fluorescence polarization, His-ERG Ets domain / labelled DNA | Potency, µM (titrated, usually from 76.9 µM), for inactives: at the highest dose FP activity, negative = inhibition, actives largely listed as inhibitors | actives 0.028% (n = 370,000); active means well fitted inhibition curve with a large enough effect in the polarisation, with a control signal flat; inconclusive means small, poorly fitted or top-dose-only effect, or effect the other way, or a change in a side signal; inactive means no such curve, though single readings can be large or run the other way; the % refers to the polarisation;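 further: polarization taken with two DNA probes labelled with fluorescein and Texas red; potency means the concentration at half of the fitted maximal effect; % of control where 0% means no effect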
#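 His-tagged ERG Ets domain (1 uM in the protein solution; 300mM KCl, 50mM Tris-HCl, 1mM EDTA, 1mM DTT, pH 7.5) received compound, then a probe mix of 5 nM fluorescein-DNA and 100nM Texas-615-DNA. Fluorescence polarization was read for both dyes.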
# BAZ2B block = qHTS Assay for Inhibitors of BAZ2B; Potency, µM (top dose mostly 114 µM), for inactives: at the top dose activity change, negative = inhibition, hits mostly inhibitors; AlphaScreen BAZ2B-H3K14Ac peptide displacement; actives 4.4% (n = 360,000); Bromodomain adjacent to zinc finger domain protein 2B (Homo sapiens), Q9UIF8; AID 504333, 2011; further: potency means the concentration at half of the fitted maximal effect; on the % scale 0 is the no-effect control and ±100 the full control effect; nearly all actives have a fitted effect of over 60% in size
#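 AlphaScreen displacement of biotin-H3(5-23)K14Ac peptide (50 nM final) from BAZ2B (50 nM final) in PBS pH 7.4, 0.01% Tween-20; complex preformed 30 min RT, then compounds (top 110 uM) 30 min RT, beads 20 min dark.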
# JMJD2A Tudor inh = qHTS Assay for Inhibitors of JMJD2A-Tudor Domain; actives 4.4% (n = 390,000); Lysine-specific demethylase 4A (Homo sapiens), O75164; Potency, µM (highest dose often 114 µM), for the others: at the highest dose activity change, negative = inhibition, hits mostly inhibitors; AlphaScreen JMJD2A-Tudor / H3K4me3 peptide binding; AID 504339, 2011; further: potency means the concentration at half of the fitted maximal effect; on the % scale 0 is the no-effect control and ±100 the full control effect; nearly all actives have a fitted effect of over 50% in size
# HP1b chromo inh = HTS for Inhibitors of HP1-beta Chromodomain Interactions with Methylated Histone Tails. AlphaScreen HP1-beta / biotin-H3K9me3 peptide binding. Potency, µM (series often up to 114 µM), without a hit: at the top dose activity change, negative = inhibition, actives largely listed as inhibitors. actives 0.56% (n = 390,000); further: potency means the concentration at half of the fitted maximal effect; nearly all actives have a fitted effect of over 70% in size; inactives centre near 23
#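 HP1-beta protein (50 nM final) preincubated 30 min at room temperature with biotinylated H3(1-18)K9me3 peptide (50 nM) in PBS pH 7.4, 0.01% Tween-20, then compound added for 30 min. AlphaScreen streptavidin donor/nickel chelate acceptor beads (10 ug/mL final), 30 min dark, luminescence read.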
# G9a inh = qHTS Assay for Inhibitors of Histone Lysine Methyltransferase G9a; Potency, µM (top dose mostly 102 µM), for inactives: top-dose activity, negative = inhibition, hits mostly inhibitors; actives 8.8% (n = 350,000); G9a H3K9 monomethylation, AlphaScreen, 2 h; further: potency means the concentration at half of the fitted maximal effect; on the % scale 0 is the no-effect control and ±100 the full control effect; nearly all actives have a fitted effect of over 75% in size
#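 Compounds were preincubated with 20 nM G9a for 15 min, after which biotinylated H3K9 peptide (500 nM) and SAM (20 uM) started a 2 h room-temperature reaction. Monomethylated product was quantified by antibody-based AlphaScreen chemiluminescence.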
# The depositor's hits bear a star; i = inactive; ? = inconclusive; nt = not tested or not shown; & = joins results of further samples; [ ] = dose if it differs, or a comment. Unless noted, the call rests on the fitted dose curve; in most records, active means well fitted curve in the direction sought with a large enough effect; inconclusive means small, poorly fitted or top-dose-only effect, or another doubt; inactive means no such curve, though single readings can be large; an effect the other way counts as inactive or inconclusive.
PI4K2A inh	Pin1 inhibitor	GLS inhibitor	PGK inhibitor	ERG Ets-DNA blk	BAZ2B block	JMJD2A Tudor inh	HP1b chromo inh	G9a inh	SMILES
0	-5%	2%	-3%	0%	11%	-3%	48%[activator]	29%[59 µM]	N#CCSc1nc2ccccc2c(=O)n1C1CCCCC1
1	0%	5%	10%	-12%	-1%	8%	23%	6%	O=C(NNC1OC(CO)C(O)C(O)C1O)c1cccnc1 (centres undefined)
5	1%	-4%	-8%	-5%	?	?	-14%	?	Cc1cccc(/C=C2\Oc3cc(OS(C)(=O)=O)ccc3C2=O)c1
-5	-6%	-6%	-2%	2%	-10%	-16%	61%[activator]	?	CCOc1ccc(NC(=O)CC2C(=O)N(c3ccccc3)C(=O)N2C2CCCC2)cc1 (centres undefined)
6	-2%	-28%	-3%	9%	-27%	2%	46%[activator]	-36%[59 µM]	CC(C)Nc1ccc(-c2nc(-c3ccco3)no2)cc1[N+](=O)[O-]
3	-2%	8%	5%	-10%	0%	-17%	-6%	-1%	N#Cc1ccccc1COC(=O)c1cc(=O)c2ccccc2o1
4	-8%	15%	-1%	?	-17%	-7%	26%	0%	COc1ccc(N(C(=O)Cn2nnc(-c3ccc(Cl)cc3)n2)C(C(=O)NCC2CCCO2)c2ccncc2)cc1 (centres undefined)
14	1%	1%	-3%	-4%	5%	1%	13%	10%[59 µM]	Cc1cc(C(=O)N/N=C/c2cccnc2)c(C)o1
-1	-11%	8%	i	1%	?	?	-16%	-17%	Cc1ccc(N2C(=O)/C(=C/c3ccco3)SC2=S)cc1
-2	?	-2%	-3%	-7%	1%	-9%	131%[activator]	-23%	COc1ccc(C(=O)Nc2ccc(NC(=O)c3ccccc3F)cn2)cc1
2	-2%	3%	-6%	-7%	-22%	4%	28%	40%	COc1ccccc1C(=O)NNC(=O)c1ccc(C)cc1
-1	-3%	-1%	-7%	6%	1%[57.1 µM]	-10%	21%	13%[59 µM]	CCOc1cccc(C2c3c(oc4cc(C)c(C)cc4c3=O)C(=O)N2c2nc(C)c(C)s2)c1 (centres undefined)
-1	8%	-23%	-5%	-10%	5%	-8%	18%	22%	CCN(CC)Cc1c(C(=O)N/N=C/c2cccs2)nnn1-c1nonc1N
-7	-2%	1%	0%	-2%	6%	-10%	27%	4%[12.7 µM]	O=C(c1ccc(NS(=O)(=O)c2cccc([N+](=O)[O-])c2)cc1)N1CCN(C(=O)c2ccco2)CC1
-1	-1%	56%[activator]	3%	3%	35µM*	?	?	nt	Nc1ccc(N2CCN(c3ccc(F)cc3)CC2)cc1
-4	-1%	5%	-8%	2%	-34%	?	6%	3.5µM*	COc1ccc(C)cc1NC(=O)C(Sc1nnc(Nc2cc(C)ccc2OC)s1)c1ccccc1 (centres undefined)
-5	-11%	2%	-8%	-1%	2%	2%	35%	-4%[59 µM]	COc1ncccc1-c1nnn(-c2ccc(F)cc2)n1
0	-1%	2%	-9%	0%	28%	-10%	23%	-7%[59 µM]	COc1ccc(NC(=O)COc2ccc(C(=O)NC3CCCc4ccccc43)cc2OC)cc1 (centres undefined)
-1	-3%	20%	-7%	0%	11%	-3%	52%[activator]	2%[12.7 µM]	CN(Cc1ccccc1)Cc1c[nH]c2ccccc12
-1	0%	-2%	-8%	-6%	0%	-10%	12%	7%	Cc1c(S(=O)(=O)NC2CCCCC2)c(=O)n(C)c(=O)n1C
-1	2%	3%	-6%	8%	?	?	-19%	-2%	O=c1[nH]n2c(C(F)(F)F)cc(C3CC3)nc2c1N=Nc1ccccc1
-4	5%	29%&6%	10%	-1%	-4%	-15%	-9%	?	N=C(N)c1ccc(/C=C/c2ccc(C(=N)N)cc2O)cc1
3	?	12%	-2%	1%	-21%	-2%	6%	-42%[59 µM]	COc1ccccc1NC(=O)c1sc2nc(C)c(C(=O)Nc3ccc(Cl)cc3)c(-c3ccc(Br)cc3)c2c1N
-4	-5%	21%	8%	6%	4%	?	-10%	?	COc1cc(C(=O)NC(=S)Nc2ccc([N+](=O)[O-])cc2)cc(OC)c1OC
-1	nt	-6%	-7%	9%	?	-25%	-1%	?	CC(C)(C)c1ccc(OCC(=O)Nc2ccc(C(=O)Nc3ccccc3C(=O)O)cc2)cc1

# Overlap with the part before: three entries, followed by the next part.
PI4K2A inh	Pin1 inhibitor	GLS inhibitor	PGK inhibitor	ERG Ets-DNA blk	BAZ2B block	JMJD2A Tudor inh	HP1b chromo inh	G9a inh	SMILES
3	?	12%	-2%	1%	-21%	-2%	6%	-42%[59 µM]	COc1ccccc1NC(=O)c1sc2nc(C)c(C(=O)Nc3ccc(Cl)cc3)c(-c3ccc(Br)cc3)c2c1N
-4	-5%	21%	8%	6%	4%	?	-10%	?	COc1cc(C(=O)NC(=S)Nc2ccc([N+](=O)[O-])cc2)cc(OC)c1OC
-1	nt	-6%	-7%	9%	?	-25%	-1%	?	CC(C)(C)c1ccc(OCC(=O)Nc2ccc(C(=O)Nc3ccccc3C(=O)O)cc2)cc1
2	1%	2%	7%	0%	-16%	-9%	9%	-2%[59 µM]	CCN1C(=O)C(CC(=O)Nc2ccc(F)cc2)N(Cc2ccco2)C1=S (centres undefined)
4	-2%	-1%	-2%	1%	-22%	-8%	37%	-6%[59 µM]	O=C(Nc1cccc(Cl)c1)Nc1nnc(CSCCOc2ccc(Cl)cc2)s1
-4	0%	-5%	i	-1%	3%	-2%	36%	7%	COc1cc(OC)cc(C(=O)OCC(=O)NC(C)CCc2ccccc2)c1 (centres undefined)
-4	?	3%	i	-2%	-19%	-22%	35%	-26%[59 µM]	O=C(CCc1nc2cccnc2n1Cc1cccs1)Nc1cccc(C(F)(F)F)c1
4	0%	15%	8%	-4%	nt	1%	23%	nt	Brc1cc2c(cc1C1OCCO1)OCO2
0	6%	3%	1%	-4%	1%	-8%	0%	13%	Cc1c(C(=O)NCc2ccco2)cccc1[N+](=O)[O-]
2	-6%	-2%	i	0%	2%	-10%	16%	-4%	O=C(CNC(=O)c1ccc(Cl)cc1)c1ccc(Br)cc1
1	4%	-4%	-4%	-3%	1%	-9%	33%	-31%[12.7 µM]	CCC1(COC(NC(=O)c2cccnc2)(C(F)(F)F)C(F)(F)F)COC1
5	-6%	4%	6%	-2%	20%	-1%	41%[activator]	-26%	O=C(CCNS(=O)(=O)c1ccc(Cl)cc1)NCc1cccs1
1	2%	-5%	-6%	1%	7%	-15%	34%[activator]	0%	Cc1ccc(CNC(=O)COC(=O)c2cnccn2)cc1
-1	0%	8%	0%	-11%	nt	-14%	20%	nt	Cc1ccc(NC(=O)c2ncn(CC(=O)N[C@H](CO)Cc3c[nH]c4ccccc34)n2)cc1C
-1	11%	2%	-5%	7%	-18%	-19%	17%	-9%	O=C(O)CCC(=O)Nc1ccc(Cc2ccc(NC(=O)CCC(=O)O)cc2)cc1
-10	-2%	0%	0%	0%	49%[activator]	51%[activator]	87%	61%[activator][59 µM]	C=CCNC(=O)c1sc(SC)cc1-c1ccc(Cl)cc1
-6	-1%	-2%	2%	1%	-10%	-19%	18%	-39%[12.7 µM]	CC(=O)c1ccc(OCCCC(=O)Nc2ccc3c(c2)OCCO3)cc1
8	5%	-23%	-9%	6%	-32%	-6%	20%	nt	COc1ccc(CNc2nnnn2C)cc1
4	3%	-3%	5%	-6%	-15%	-2%	4%	-1%	COc1ccccc1C(=O)C1CCCN(Cc2ccc3c(c2)OCCO3)C1 (centres undefined)
9	4%	-7%	-2%	-11%	-7%	7%	33%	?	O=C(COC(=O)c1ccc(CO)cc1)Nc1ccc2ccccc2c1
-5	-7%	16%	-6%	6%	5%	-6%	0%	4%[12.7 µM]	Nc1ccc(Cl)cc1/C(=N/O)c1ccccc1
3	-2%	25%	-9%	-4%	5%	-19%	43%[activator][57 µM]	-7%[59 µM]	CC(C)c1nc2ccc(C(=O)NCCCN3CCN(c4ccccc4)CC3)cc2o1
3	?	1%	-2%	0%	9%[57.1 µM]	-15%	-3%	-22%[59 µM]	Cc1ccc2c(=O)c(C(=O)c3ccccc3)cn(CC(=O)Nc3ccccc3C)c2n1
-1	1%	1%	i	-9%	23%	-11%	-8%	9%	CCn1c(SCC(=O)N2CCCC(C)C2)nc2c1c(=O)n(C)c(=O)n2C (centres undefined)
-13	21%	3%	-6%	12%	6%	-19%	28%	-5%[59 µM]	CC(OC(=O)C1CCN(S(=O)(=O)c2ccc(Cl)cc2)CC1)C(=O)N1CCc2ccccc21 (centres undefined)
-5	-8%	-2%	-12%	0%	nt	-15%	31%	nt	CN(C(=O)COC(=O)c1ccc(Cl)c(S(=O)(=O)N2CCCCCC2)c1)C1CCS(=O)(=O)C1 (centres undefined)
-2	?	1%	-2%	5%	2%	-17%	13%	-4%[12.7 µM]	COc1cccc(OC)c1C(=O)OCC(=O)N(c1ccccc1)C1CCCCC1
0	2%	-1%	nt	-13%	2%	-6%	7%	-2%	CCC(Sc1nc(=O)cc(N)n1-c1ccccc1)C(=O)Nc1cc(C)on1 (centres undefined)
